GSIS activator – GLuc luminescence reporter in INS-1E cells, primary screen for activators of glucose-dependent secretion of insulin. 370,000 tested, 0.61% active. INS-1E GLuc reporter insulin secretion, 2-3 h. activation, % at 16.6 µM;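 active means lowest replicate activation of at least 40%, so every replicate reaches that level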;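 further: 0% = median of neutral control wells and 100% = median of IBMX positive control wells; some compounds called inactive have numbers as strong as hits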
RAD54 inh – inhibitors of human RAD54 branch migration, primary screen, biochemical, fluorescence, single point; inhibition, % at 10.4 µM; AID 602329, 2012; 360,000 tested, 0.14% active; RAD54 Holliday junction branch migration, FAM/BHQ fluorescence;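 active means mean normalized replicate activity at least 40 and at least half of replicates scoring 40 or more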;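 further: 0% = median of neutral control wells and 100% = median of positive control wells; inhibitors cause a drop in the FAM fluorescence signal; in these data hits start at about 50%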
Target sequence (Q92698 whole entry, looked up): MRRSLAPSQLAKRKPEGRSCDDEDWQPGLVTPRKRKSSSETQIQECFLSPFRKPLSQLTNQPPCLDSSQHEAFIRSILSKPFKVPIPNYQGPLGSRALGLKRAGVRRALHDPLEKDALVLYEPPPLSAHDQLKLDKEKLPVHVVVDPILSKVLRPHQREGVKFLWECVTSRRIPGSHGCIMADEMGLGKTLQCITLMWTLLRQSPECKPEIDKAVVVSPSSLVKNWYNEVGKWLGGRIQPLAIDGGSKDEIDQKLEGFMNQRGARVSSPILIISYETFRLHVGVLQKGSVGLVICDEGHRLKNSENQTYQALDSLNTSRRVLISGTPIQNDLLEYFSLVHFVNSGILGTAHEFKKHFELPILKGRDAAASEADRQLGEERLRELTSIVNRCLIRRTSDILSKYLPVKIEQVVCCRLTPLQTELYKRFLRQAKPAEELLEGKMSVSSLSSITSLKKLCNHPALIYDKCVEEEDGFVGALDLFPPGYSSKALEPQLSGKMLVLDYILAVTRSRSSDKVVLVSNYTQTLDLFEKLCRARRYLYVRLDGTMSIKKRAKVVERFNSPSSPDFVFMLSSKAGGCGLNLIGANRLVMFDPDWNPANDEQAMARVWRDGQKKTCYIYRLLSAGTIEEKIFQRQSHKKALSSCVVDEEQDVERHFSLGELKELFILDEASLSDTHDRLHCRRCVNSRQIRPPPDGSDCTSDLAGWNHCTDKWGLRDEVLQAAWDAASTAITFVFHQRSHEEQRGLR
* marks the source's active call; other numbers are inactive results. Some of the compounds tested. The share of hits here may be higher or lower than overall.

Results follow in this order: GSIS activator	RAD54 inh
O=C(CN1CCOCC1)NCCNC(=O)CN1CCOCC1
 : -3	-31
O=C(O)c1cccc(CN2C(=O)CSC2=O)c1
 : 23	-1
O=C1/C(=C\Nc2ccc(OC(F)(F)F)cc2)CCN1c1ncccn1
 : 2	-12
CCCc1cc(=O)[nH]c(-n2[nH]c3c(c2=O)CCCC3)n1
 : 11	-2
Brc1ccc(-c2cnc3n2CCCC3)cc1
 : 3	4
COc1nc(Nc2ccc(C(C)=O)cc2)nc(OC)n1
 : 19	2
COc1cc2c(c(O)c1OC)C(=O)C(OC)CCC2 (configuration not stated)
 : 3	-6
CCn1c(C)csc1=NC(=O)c1ccccc1
 : -8	-5
CC(C)CCN1CC(O)=C(c2nc(-c3ccc(Cl)cc3)cs2)C1=N
 : 78*	-27
Cc1occc1C(=O)N1CCN(S(C)(=O)=O)CC1
 : 8	-8
O=C(c1c[nH]c(=O)n(-c2ccccc2)c1=O)N1CCc2ccccc21
 : 0	-15
Cc1ccccc1NC(=O)c1csc2c1CCCC2
 : 3	-20
CC(=O)N1C(Nc2ccc(Cl)cc2)CCN1c1ccccc1 (configuration not stated)
 : -26	-6
Cc1cnc2cc(Cl)c(Cl)cc2n1
 : 13	15
Cc1ccc(C)c(Cn2nnc3c(=O)[nH]c(C(=O)NCC4CCCO4)nc32)c1 (configuration not stated)
 : -12	-15
Cc1ccc(CNC(=O)Cc2nc3nc(C)cc(C)n3n2)cc1
 : 0	2
COc1ccc2c(c1)c1ncn(CCc3ccccc3)c(=O)c1n2C
 : -35	3
Cc1nnsc1SC(C)C(=O)O (configuration not stated)
 : -6	-2
NC(=O)C1(N2CCCCC2)CCN(C(=O)CSc2nc(C(F)(F)F)cc(=O)[nH]2)CC1
 : -7	-12
COc1ccc(-c2c(C)n([O-])c(C)c(-c3ccccc3)[n+]2=O)cc1OC
 : -9	0
Cc1csc(NC(=O)CCc2ccc(S(=O)(=O)N3CCOCC3)cc2)n1
 : -5	-4
Cc1cc(C)n(-c2ccc(Cl)c(C(=O)OCC(N)=O)n2)n1
 : 18	-8
Cc1ccc(OC(C)C)c(CN(CCO)CCO)c1
 : 2	0
COC(=O)C(C(=O)OC)C(C(=O)OC)C(C(=O)OC)C(=O)OC
 : 2	1
Cc1ccc(-c2cc(-c3nnc(SCC(=O)NCC(C)C)n3N)c3ccccc3n2)cc1
 : -17	1
CC(C)(C)c1cc(NC(=O)c2cccnc2)no1
 : 6	-1
CCOC(=O)c1ccc(NC(=O)Nc2cc(C)on2)cc1
 : -1	2
O=c1c(Cc2ccc(Cl)cc2Cl)c(O)ccn1Cc1ccc(Cl)cc1
 : -36	-3
COCCNc1nc(C(C)(C)C)nc2c1nnn2Cc1ccccc1Cl
 : 3	-2
COc1cccc(Oc2ccc(N)cn2)c1
 : 11	0

Other structures:
Results follow in this order: GSIS activator	RAD54 inh
COC(=O)Cc1csc(Nc2c(C)n(C)n(-c3ccccc3)c2=O)n1
 : 0	-5
C=CCN1C(=O)C(Cc2ccc(OC)cc2)S/C1=N/N=C/c1ccco1 (configuration not stated)
 : -1	4
CC(=O)Nc1ccccc1OC(=O)N1CCOCC1
 : -5	4
Cc1cc(OCC[N+]2(C)CCCCC2)nc2ccccc12
 : 22	13
Cc1onc(-c2ccccc2)c1C(=O)Nc1sc2c(c1C#N)CCC2
 : -45	-4
O=c1[nH]c(CS(=O)(=O)c2ccccc2)nc2ccccc12
 : 12	-13
Cc1cc(C)n2c(SCc3c(C)noc3C)nnc2n1
 : 12	0
CCOC(=O)c1c(C)[nH]c(C(=O)OCC(=O)Nc2ccc(OC)c(Cl)c2)c1C
 : -10	7
C/C(=C1/SC(N2CCOCC2)=NC1=O)c1ccc(Br)cc1
 : 2	6
CC(N=C1NS(=O)(=O)c2ccccc21)C(=O)NCc1ccc2c(c1)OCO2 (configuration not stated)
 : 5	8
O=C(OCCN1C(=O)c2ccccc2C1=O)c1cccs1
 : 2	-2
CC1CC(C)CN(C(=O)Cn2c(=O)n(CCCCC(=O)NC3CCCC3)c(=O)c3ccccc32)C1 (configuration not stated)
 : -14	4
O=C(Nc1cccc2ccccc12)N1CC=C(c2ccccc2)CC1
 : 3	2
COC(=O)[C@H](CCSC)NC(=O)Nc1ccc(OC)cc1OC
 : 3	11
CC(C)(C)c1ccc(OCC(O)CS(=O)(=O)c2ccccn2)cc1 (configuration not stated)
 : -1	5
O=C1C=C(NCc2ccco2)C2(CCCCC2)O1
 : 2	-3
CN1CCN(S(=O)(=O)c2cccc(S(=O)(=O)c3ccc(Cl)cc3)c2)CC1
 : 8	-2
O=C1NN(c2ccccc2)C(=O)/C1=C\c1ccccc1OCC(=O)N1CCOCC1
 : -1	10
Oc1ccc(N2CCN(C(c3ccccn3)c3nnnn3C3CCCC3)CC2)cc1 (configuration not stated)
 : 1	1
O=C(COC(=O)c1ccc(Br)o1)NCC1CCCO1 (configuration not stated)
 : 1	-3
Cc1nc(N2CCC(C(N)=O)CC2)c2nnn(Cc3ccccc3)c2n1
 : 3	-4
O=c1ccnc(S/C=C/c2ccccc2)[nH]1
 : 17	1
CC(C)CC(c1nnnn1C1CCCC1)N1CCN(C(=O)c2ccco2)CC1 (configuration not stated)
 : -18	-10
O=C(NCc1ccco1)c1cccc(NC(=O)c2ccco2)c1
 : -2	-3
O=C1COc2ccc(C(=O)NCc3ccc4c(c3)OCO4)cc2N1
 : 19	-2
O=C(OCC(=O)N(C1CCCCC1)C1CCCCC1)c1ccco1
 : 15	-2
N#CCCN(Cc1ccccc1)C(=S)NC(=O)c1ccccc1
 : 4	-6
O=C(O)CCCN=CC1=C(O)C(C(=O)c2ccccc2)CCC1=O (configuration not stated)
 : 2	2
Cc1ccc(C(=O)NC(=S)N2CCN(C)CC2)cc1
 : 20	-5
CC1(C)OC(=O)C(=CNc2ccccc2)C(=O)O1
 : 54	-5

(listing goes on)
Results follow in this order: GSIS activator	RAD54 inh
COc1ccc(NC(C)=O)cc1NC(=O)CSc1nnc(-c2ccccn2)n1C
 : 15	-12
CCOC(=O)Cc1nnc(NC(=O)CSc2nnc3c4ccccc4n(C)c3n2)s1
 : 6	0
CCOC(=O)CN(C(=O)Cn1nnc(-c2ccc(C)cc2)n1)C(CC)C(=O)NC1CCCC1 (configuration not stated)
 : -33	3
CCCCn1c(N)c(N(CC)C(=O)c2ccc3c(c2)S(=O)(=O)c2ccccc2C3=O)c(=O)[nH]c1=O
 : 19	-8
Cc1oc2cc(O)ccc2c(=O)c1Oc1ccccc1
 : 7	19
Cc1cc(NC(=O)c2ccc(S(=O)(=O)Nc3ccccc3)cc2)no1
 : -5	-13
CCOC(=O)c1c(C)[nH]c(C)c1C(=O)COC(=O)/C=C/c1cccc(Cl)c1
 : -36	-4
Cc1cccc(-c2cc(C(=O)Nc3ccc4c(c3)OCCO4)c3ccccc3n2)c1
 : -30	5
Cc1ccc(NCCC(=O)c2ccc(Cl)cc2)cc1C
 : 5	-1
CCOC(=O)c1oc2ccccc2c1NC(=O)c1ccc2c(c1)OCO2
 : 43	-6
C=C(C)COc1ccc(-c2ncncc2Oc2ccc(OC)cc2)c(O)c1
 : -9	0
O=C(O)C1CCCN1c1ncnc2ccccc12 (configuration not stated)
 : -13	2
COCCCNC(=O)Nc1ccc(Br)cc1Cl
 : -6	3
COc1ccccc1CNC(=O)CCCN1C(=O)COc2ccc(C)cc21
 : -3	-3
O=S(=O)(Cc1ccccc1)N1CCc2ccccc2C1
 : 6	4
Cc1cc2oc(C(=O)N(Cc3ccccc3)C3CCS(=O)(=O)C3)cc(=O)c2cc1Cl (configuration not stated)
 : 16	8
CC(C)c1ccc(N2CC(C(=O)Nc3nccs3)CC2=O)cc1 (configuration not stated)
 : -16	-6
O=C(O)C1CC(=O)n2c(nc3ccccc32)S1 (configuration not stated)
 : 11	-10
CCOc1cccc(C(=O)NC(=S)Nc2ccc(N3CCCC3)cc2)c1
 : -1	4
CC(=O)c1cccc(NC(=O)COc2nsnc2N2CCOCC2)c1
 : -2	2
COC(=O)C(Cc1c[nH]c2ccccc12)NC(=O)C(C)C (configuration not stated)
 : 14	-6
O=C1CCC(C(=O)OCC(=O)C23CC4CC(CC(C4)C2)C3)N1 (configuration not stated)
 : -5	-5
O=C(NN1CCOCC1)c1cc(-c2ccc(Br)cc2)nc2ccccc12
 : -1	1
O=C(CCC1COc2ccccc2O1)NC1CCCCC1 (configuration not stated)
 : -5	12
COc1ccc(-c2noc(CN(C(=O)c3c(-c4ccccc4Cl)noc3C)C(C)C)n2)cc1
 : -18	8
Cc1ccccc1OCCCC(=O)Nc1ccccc1C(F)(F)F
 : -1	-5
CCOC(=O)Cc1csc(NC(=O)C(C)(C)C)n1
 : 6	8
CCn1c(-c2ccc(C(C)(C)C)cc2)n[nH]c1=S
 : -27	-8
CCOc1ccccc1NC(=O)CSc1nnnn1-c1ccc(C(=O)OC)cc1
 : -10	-4
O=C(NC(=S)Nc1cc([N+](=O)[O-])ccc1Cl)c1ccccc1
 : 1	7

Grouped by structure: those above with a furan ring, fused or not
Results follow in this order: GSIS activator	RAD54 inh
Cc1occc1C(=O)N1CCN(S(C)(=O)=O)CC1
 : 8	-8
C=CCN1C(=O)C(Cc2ccc(OC)cc2)S/C1=N/N=C/c1ccco1 (configuration not stated)
 : -1	4
O=C1C=C(NCc2ccco2)C2(CCCCC2)O1
 : 2	-3
O=C(COC(=O)c1ccc(Br)o1)NCC1CCCO1 (configuration not stated)
 : 1	-3
CC(C)CC(c1nnnn1C1CCCC1)N1CCN(C(=O)c2ccco2)CC1 (configuration not stated)
 : -18	-10
O=C(NCc1ccco1)c1cccc(NC(=O)c2ccco2)c1
 : -2	-3
O=C(OCC(=O)N(C1CCCCC1)C1CCCCC1)c1ccco1
 : 15	-2
CCOC(=O)c1oc2ccccc2c1NC(=O)c1ccc2c(c1)OCO2
 : 43	-6

New compounds follow
Results follow in this order: GSIS activator	RAD54 inh
CN1CCN(C(=O)CCNC(=O)Cn2ccc3ccccc3c2=O)CC1
 : 25	-2
Cc1ccc(C(=O)NCC(=O)O)cc1S(=O)(=O)N1CCCCC1
 : -6	-8
O=C(Nc1cccc2ccccc12)c1ccc(OC(=S)N2CCOCC2)cc1
 : -39	9
C=CCSc1nc(-c2ccc3c(c2)OCO3)cc(C(F)(F)F)c1C#N
 : 4	-11
CC(Sc1ccc(Cl)cc1)C(=O)NCc1cccnc1 (configuration not stated)
 : 5	-9
Cc1ccc(-n2nnnc2SCC(=O)N2CC(=O)Nc3ccccc32)cc1
 : -2	0
CCOC(=O)c1cnc2ccc(Cl)cc2c1N1CCN(C)CC1
 : 18	10
COc1ccc(CNc2ncnc3cc(OC)c(OC)cc23)cc1
 : 2	-14
CCOc1ccc(NC(=O)CSc2nc3cccnc3n2CCOC)cc1
 : -1	3
Cc1ccc(S(=O)(=O)N2CCC(C(=O)NCc3ccccc3Cl)CC2)cc1
 : -24	10
CC1(C)N([O-])C2=C(c3ccccc3C2=O)[N+](=O)C1(C)C
 : 6	-8
CCn1c(SCc2nc3ccccc3s2)nnc1-c1cccs1
 : 19	2
COc1ccccc1N1CCN(C(=O)c2nn(-c3ccccc3OC)c(=O)c3ccccc23)CC1
 : -9	3
Cc1nnc(SCC(=O)NC(C)c2ccccc2)[nH]c1=O (configuration not stated)
 : 16	-11
O=C(CSc1nnnn1Cc1ccccc1)N1CCN(c2ccccc2)CC1
 : -12	10
COc1ccc(OC)c(/C=N\NC(=O)CSc2nnc(CCCc3ccc(OC)c(C)c3)o2)c1
 : -33	3
COc1ccc(OC)c(NC(=O)c2ccc(CN3CCOCC3)cc2)c1
 : 30	1
O=C(CSc1nc2c(c(C(F)(F)F)n1)CCc1ccccc1-2)NCc1ccc(F)cc1
 : 2	10
Cc1ccc(-n2c(C)csc2=N)cc1
 : -14	7
CN(C)c1ccc(C=NCC2(O)CCOC(C)(C)C2)cc1 (configuration not stated)
 : 2	-1
O=C(CCc1ccc(S(=O)(=O)NC2CCCCC2)cc1)Nc1ccccc1
 : -4	-2
c1ccc(-c2c[nH]c3[n+]2CCCCC3)cc1
 : 26	-2
O=C(Nc1ccc(C(F)(F)F)cc1)C1CC(=O)N(c2ccc3c(c2)OCCO3)C1 (configuration not stated)
 : 11	-1
N#Cc1ccc(Nc2ccccc2)c(N)c1
 : 27	-3
CN(CC(=O)NC1CCCCC1)S(=O)(=O)c1cccc2nsnc12
 : 12	-11
CSc1ccccc1-n1nnnc1SCC(=O)NCc1cccs1
 : 21	-6
CCC(c1nnnn1C(C)(C)CC)N(CCCO)Cc1cc2cc(C)cc(C)c2[nH]c1=O (configuration not stated)
 : -4	-2
O=C(NCc1ccccc1)c1cccc(S(=O)(=O)N2CCOCC2)c1
 : 7	-8
COc1ccc(S(=O)(=O)N2CCN(Cc3ccccc3)CC2)cc1
 : -10	3
CC1(C)Cc2nc3sc4c(OCc5ccccc5)ncnc4c3cc2CO1
 : -10	3

Additional records:
Results follow in this order: GSIS activator	RAD54 inh
O=C(NCc1ccccn1)c1ccc(NC(=O)c2ccco2)cc1
 : -3	-8
COc1ccc(N(Cc2ccco2)C(=O)c2ccccc2F)cc1OC
 : 11	6
CCC(NC(=O)c1ccccc1NC(=O)c1ccco1)C(=O)O (configuration not stated)
 : 9	7
CCOC(=O)Cc1cc(=O)n2[nH]c(-c3ccc(C)cc3)cc2n1
 : 65*	-2
COc1cccc(C(=O)NNC2=CC(=O)CC(C)(C)C2)c1
 : 9	3
CCOC(=O)CON1C(=O)c2ccccc2C1=O
 : 4	-11
CCCC(CCC(=O)OC)(C(=O)OCC)c1csc(N)n1 (configuration not stated)
 : 14	6
Cc1ccc(NC(=O)N(CCCN2CCOCC2)Cc2cc3cc4c(cc3[nH]c2=O)OCO4)cc1
 : 19	6
Nc1c(Sc2ccccc2)c(=O)[nH]c(=O)n1Cc1ccccc1
 : 32	2
Cc1[nH]n2c(=O)c3c(nc2c1-c1ccccc1)CCC3
 : -3	1
Cc1[nH]n(-c2ccc(Cl)cc2)c(=O)c1C=Nc1ccc(S(=O)(=O)N2CCOCC2)cc1
 : 0	4
